Shiga inhibitor = blocks Shiga toxin action in Vero cells; Vero cells, Shiga toxin protein synthesis inhibition reporter; inhibition, % at 38.7 µM; actives 9.2% (n = 290,000); in the data active = inhibition mostly above about 28%, no sharp cut-off; inactive = mostly below about 43%; note: 0% is about no effect
AMA1-RON2 inh = AMA1-RON2 (P. falciparum) interaction inhibition. actives 0.2% (n = 360,000). Potency, µM (top dose mostly 58.2 µM), for the others: top-dose activity change, negative = inhibition, usual class: inhibitors. AlphaScreen AMA1-biotinylated RON2 peptide binding. AID 720542;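 note: potency is the fitted concentration of half-maximal effect; 0% = vehicle wells and -100% = peptide control; nearly all actives have a fitted effect of over 45% in size; some results filed as inactive show a strong effect at the top dose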
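AMA1 (3D7) with his tag at 25 nM final met compounds first, then biotinylated RON2 peptide at 25 nM; detection used donor plus acceptor beads, 10 µg/mL apiece, read by AlphaScreen after 30 min at room temperature.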
FBPA Giardia inh = inhibitors of Giardia lamblia fructose-1,6-bisphosphate aldolase | actives 0.71% (n = 290,000) | A8B2U2 | purified Giardia FBPA | Potency, µM (titrated, usually from 59.6 µM), inactives show at the highest dose activity, negative = inhibition, actives largely listed as inhibitors; note: potency is the fitted concentration of half-maximal effect; % is set by controls: 0 for no effect and ±100 for the full control effect; nearly all actives have a fitted effect of over 55% in size
Target sequence (A8B2U2 whole entry, looked up): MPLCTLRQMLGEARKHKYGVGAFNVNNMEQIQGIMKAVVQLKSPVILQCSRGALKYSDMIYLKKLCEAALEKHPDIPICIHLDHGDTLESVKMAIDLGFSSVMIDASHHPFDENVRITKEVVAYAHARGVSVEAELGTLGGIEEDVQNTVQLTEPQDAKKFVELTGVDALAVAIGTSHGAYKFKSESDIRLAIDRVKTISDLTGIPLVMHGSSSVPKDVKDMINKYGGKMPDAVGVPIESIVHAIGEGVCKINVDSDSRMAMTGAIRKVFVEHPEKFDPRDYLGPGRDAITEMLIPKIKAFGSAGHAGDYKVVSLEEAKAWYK
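Giardia FBPA (40 nM reagent) was preincubated 10 min at RT with compound (up to 57.5 uM final), then substrate plus GAPDH/TPI/NAD/arsenate coupling system with diaphorase/resazurin was added; resorufin fluorescence (525/598 nm) was read after 20 min.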
AmpC detergent = inhibitors of E. coli AmpC beta-lactamase with detergent. Potency, µM (top dose mostly 114 µM), for inactives: top-dose activity change, negative = inhibition, most hits filed as inhibitors. AmpC hydrolysis of nitrocefin, absorbance 480 nm, 0.01% Triton. actives 0.041% (n = 370,000);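 note: potency is the fitted concentration of half-maximal effect; 0% = no-compound wells and -100% = no-enzyme wells; nearly all actives have a fitted effect of over 25% in size; some results filed as inactive show a strong effect at the top dose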
Target sequence (P00811 whole entry, looked up): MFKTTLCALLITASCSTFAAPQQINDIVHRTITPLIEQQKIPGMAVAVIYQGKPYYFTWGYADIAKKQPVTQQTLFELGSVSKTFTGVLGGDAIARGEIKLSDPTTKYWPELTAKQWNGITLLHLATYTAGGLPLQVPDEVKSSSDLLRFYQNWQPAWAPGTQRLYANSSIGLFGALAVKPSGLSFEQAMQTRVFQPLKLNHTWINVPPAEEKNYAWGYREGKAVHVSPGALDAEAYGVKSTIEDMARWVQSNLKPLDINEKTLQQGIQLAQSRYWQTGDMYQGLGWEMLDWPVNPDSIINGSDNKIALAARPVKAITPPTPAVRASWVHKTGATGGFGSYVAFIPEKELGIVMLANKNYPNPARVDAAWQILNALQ
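AmpC (5.3 nM in the dispensed reagent) in 20 mM phosphate pH 7.0 with 0.01% (detergent screen) or 0.0001% Triton X-100 was preincubated with compounds for 15 min at room temperature. Nitrocefin was then added from an 800 uM solution, and hydrolysis was followed at 480 nm.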
AmpC no deterg = AmpC beta-lactamase inhibition without detergent; P00811; Potency, µM (series often up to 57.1 µM), for inactives: top-dose activity change, negative = inhibition, hits mostly inhibitors; AmpC nitrocefin hydrolysis, absorbance 480 nm, 0.0001% Triton; actives 0.52% (n = 330,000); AID 485341;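 note: potency is the fitted concentration of half-maximal effect; plate controls were no compound for no effect and no enzyme for full effect; nearly all actives have a fitted effect of over 20% in size; some results filed as inactive show a strong effect at the top dose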
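AmpC (5.3 nM in the dispensed reagent) in 20 mM phosphate pH 7.0 with 0.01% (detergent screen) or 0.0001% Triton X-100 was preincubated with compounds for 15 min at room temperature. Nitrocefin was then added from an 800 uM solution, and hydrolysis was followed at 480 nm.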
CHX counter = counter-screen for Shiga toxin inhibitors: cycloheximide protein synthesis inhibition; cell reporter, cycloheximide protein synthesis inhibition counterscreen; actives 12% (n = 300,000); max response, %; in the data active = max response mostly above about 13%, no sharp cut-off; inactive = mostly below about 14%; note: read at 38.3 µM for the half of the compounds with a filed dose; 0% is about no effect
HCMV inh = inhibitors of human cytomegalovirus; activity change, negative = inhibition, % at 57.5 µM; HFF cells, HCMV-luciferase reporter, 72 h; hits give low values; actives 4.5% (n = 410,000); AID 1259415; in the data active = activity change below about -60%; inconclusive = no clear call, values can overlap the other calls; inactive = above about -39%; note: % is set by controls: 0 for no effect and ±100 for the full control effect
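Steps: HFFs plated, 16 h 37C; compounds added; HCMV-luciferase added to MOI 1 PFU/cell; 72 h 37C; OneGlo reagent, 5 min room temperature; luminescence read, normalized to controls.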
Numbers without * were called inactive; ? = inconclusive; nt = not tested or not shown; [ ] = dose if it differs, or a comment. Unless noted, calls come from the whole dose curve; as a rule, active = well fitted curve in the direction sought with a large enough effect; inconclusive = small, poorly fitted or top-dose-only effect, or another doubt; inactive = no such curve, though single readings can be large; an effect the other way counts as inactive or inconclusive.

mol | Shiga inhibitor | AMA1-RON2 inh | FBPA Giardia inh | AmpC detergent | AmpC no deterg | CHX counter | HCMV inh
CCS(=O)(=O)c1ccc2oc(SCC(=O)Nc3ccc(OC)c(OC)c3)nc2c1 | 2 | 15% | -5% | 5% | -19% | 3 | -21
COc1ccc(N(C(=O)CCC(=O)Nc2cc(C)on2)C(C(=O)NC2CCCC2)c2ccco2)cc1 (stereo not given) | 21 | 46%[activator] | -10% | -1% | -13% | -2 | -35
O=C(COc1ccc(S(=O)(=O)N2CCCCC2)cc1)Nc1ccccc1F | -2 | -3% | nt | -4% | -4% | 1 | 15
CCC(C)n1c(SCC(=O)NCc2ccco2)nnc1-c1cccc(S(=O)(=O)N2CCOCC2)c1 (stereo not given) | -12 | -4% | 0% | -18% | 36% | -3 | -34
CCOc1cccc(SCc2noc(C(=O)NCCOC)c2C(=O)O)c1 | -10 | 4% | 4% | -1% | -9% | -3 | -6
Cc1ccc(-c2noc(CNC(=O)c3ccc4c(c3)OCO4)n2)cc1 | -5 | 12% | 9% | 1% | -19% | -6 | 43
O=C(NCCc1c[nH]c2ccccc12)/C(=C\c1cccs1)NC(=O)c1ccccc1 | -3 | -15% | -3% | -3% | ? | -2 | ?
C=CCNC(=O)CCCC(=O)NCC=C | 26 | -1% | 9% | -12% | -17% | -2 | 19
O=C(CCC(=O)N(CC(=O)NC1CCCC1)Cc1cccs1)Nc1nccs1 | 2 | -4% | 4% | 2% | -8% | -3 | 17
COc1ccc(/C(O)=C2/C(=O)C(=O)N(CC3CCCO3)C2c2ccc(OC)c(OC)c2)cc1 (stereo not given) | 22 | 1% | -10% | ? | -13% | -1 | -32
CCC(C)(C)NC(=O)C(c1cccc(OC)c1OC)N(C(=O)CCC(=O)Nc1cc(C)on1)c1ccc2c(c1)OCCO2 (stereo not given) | 37 | 5% | 0% | -15% | 143%[activator] | 10 | ?
NC(=O)c1nsc(C(=O)N(CC(=O)NC2CCCC2)Cc2ccc3c(c2)OCO3)c1N | -16 | 45%[activator] | 1% | 4% | -13% | -3 | -17
O=C(COC(=O)c1ccccc1-n1cnnn1)c1ccc(F)c(F)c1 | nt | 1% | nt | -14% | -22% | nt | 1
CS/C(N)=N/S(=O)(=O)c1ccc(NC(C)=O)cc1 | 32 | -10% | 10% | -3% | -10% | -4 | 24
Cc1c(NC(=O)CSc2nnnn2-c2ccc(O)cc2)c(=O)n(-c2ccccc2)n1C | -10 | -3% | 0% | -12% | -11% | -2 | 12
CS(=O)(=O)N1CCN(CCN2C(=O)c3cccc4cccc(c34)C2=O)CC1 | -2 | 3% | -2% | -7% | 4% | 0 | -14
COc1ccc(N2C(=O)CC(Sc3ncccc3C(=O)O)C2=O)cc1 (stereo not given) | -11 | -2% | 4% | 0% | -15% | -3 | 17
Cc1cc2occ(CC(=O)N(C)CC(=O)Nc3ccccc3Br)c2cc1C | nt | -18% | nt | ? | 12% | nt | -16
CCOC(=O)C1(Cc2cccc(OC)c2)CCCN(Cc2cnn(C)c2)C1 (stereo not given) | -10 | 14% | -1% | -6% | 2% | 1 | -28
Cc1cnn(-c2cc(N/N=C/c3cccc(F)c3)ncn2)c1 | -10 | 1% | 2% | ? | -22% | -4 | -17
CCOC(=O)c1c[nH]c(=O)c(Br)c1O | -3 | 1% | 3% | -13% | -23% | -1 | 3
Cc1ccc(NC(=O)CN(C)C(=O)CNC(=O)c2sc3ccccc3c2Cl)cc1 | nt | 1% | nt | ? | -30% | nt | -3
COc1cc(C(=O)Nc2cccc3c2CCCC3)cc(OC)c1OC | -1 | -2% | 16% | ? | 3% | -3 | 3
CCOc1cc([C@@H]2C[C@H]3CN(c4ccccc4)C(=O)[C@]34CCCN24)ccc1OC | -3 | 10% | -26% | 8% | 44% | -2 | -69*
COc1ccc(/C=N/n2cnc3c([nH]c4ccccc43)c2=O)cc1COc1ccccn1 | -2 | nt | ? | ? | -25% | 1 | nt
COC(=O)CCCC1=CC2=CC(=O)C(C)(OC(=O)CCc3ccccc3)C(=O)C2=CO1 (stereo not given) | 4 | -5% | ? | -1% | -16% | -5 | nt
O=C(N/N=C/c1ccc(-c2cccc(C(F)(F)F)c2)o1)c1ccccc1Br | 74* | 96%[activator] | 0% | -4% | -57% | 11* | -62*
Cc1csc(SCC(=O)Nc2ccccc2)n1 | 66* | 15% | -6% | -7% | -13% | 11* | 7
CCOC(=O)C1(Cc2cccc(Cl)c2)CCCN(C(=O)C(C)(C)C)C1 (stereo not given) | 45 | -4% | 1% | 5% | 108%[activator] | 27* | 52
Cc1cc(Cl)ccc1Oc1nccc(N(C)C)c1C#N | 21 | 9% | 5% | -6% | 0% | 14* | ?

Single values from the results shown:
Result for Cc1cc(Cl)ccc1Oc1nccc(N(C)C)c1C#N in AmpC no deterg: 0%
Result for Cc1csc(SCC(=O)Nc2ccccc2)n1 in FBPA Giardia inh: -6%
Result for CCOC(=O)c1c[nH]c(=O)c(Br)c1O in CHX counter: -1

The list goes on:
mol | Shiga inhibitor | AMA1-RON2 inh | FBPA Giardia inh | AmpC detergent | AmpC no deterg | CHX counter | HCMV inh
CCCC(=O)Nc1nc2ccc3nc(C)sc3c2s1 | 95* | -10% | 1% | ? | 25% | 40* | -40
COc1ccc(CCNC(=O)CCS(=O)(=O)c2ccc3c(c2)NC(=O)CO3)cc1OC | -3 | -3% | nt | -6% | -5% | -3 | -18
NS(=O)(=O)c1ccc(CNC(=O)c2ccc(NS(=O)(=O)c3cccs3)cc2)cc1 | nt | 1% | nt | nt | -19% | nt | -22
COc1cc(NC(=O)c2ccccc2Cl)c(OC)cc1NC(=O)CN1CCCCC1 | -5 | 9% | -6% | -1% | -2% | -2 | 2
CCC(CC)NC(=O)c1ccccc1Oc1ccccc1 | -8 | 25% | 1% | -11% | -1% | -2 | 4
CCCOc1ccc(/C=N/NC(=O)CSc2ccccn2)cc1OC | 85* | -8% | 4% | -6% | -15% | 36* | 85
S=C(Nc1cccc(Cl)c1Cl)NC1CCN(Cc2ccccc2)CC1 | 10 | -9% | nt | 7% | -2% | -4 | -66*
COc1ccc(OC)c(NC(=O)CNC(=O)Cn2cnc3ccccc3c2=O)c1 | -3 | 10% | 1% | 2% | -8% | -2 | 1
CCOC(=O)C1=C(N)OC(CCl)=C(C#N)C1c1ccsc1 (stereo not given) | -1 | 0% | -8% | 4% | -13% | 6 | -30
COC(=O)C1=C(c2ccc(F)cc2F)C[C@@H]2CC[C@H]1N2C(=O)NCC1CC1 | nt | -1% | nt | -3% | -3% | nt | nt
Cc1ccc(C(=O)Nc2ccccc2C(=O)O)cc1S(=O)(=O)Nc1ccccc1 | -10 | -2% | -11% | ? | -19% | -1 | 58
Cn1c(=O)c2c(ncn2CC(=O)N2CCN(S(=O)(=O)c3ccccc3)CC2)n(C)c1=O | -4 | -11% | -9% | 1% | -6% | -3 | -17
Cc1ccc(-n2c(SCC(=O)Nc3cc(S(=O)(=O)N4CCOCC4)ccc3Cl)nc3ccccc3c2=O)cc1 | -21 | -2% | 1% | -8% | -14% | 4 | ?
c1ccc(-c2nc(-n3ccnc3)nc(-n3ccnc3)n2)cc1 | -16 | -17% | 0% | 1% | 7% | -1 | ?
CSc1ccc(CN(C)C(C)C(=O)Nc2ccc(F)c(F)c2F)cc1 (stereo not given) | -14 | 15% | 4% | -1% | 22% | 0 | -17
CC(C)(C)C1=C(C#N)C(c2ccncc2)C(C#N)=C(N)O1 (stereo not given) | 4 | 12% | -14% | ? | -25% | -4 | 35
COc1cccc(-c2nn(C)c3sc(C(=O)N4CCN(c5ccccn5)CC4)cc23)c1 | -9 | ? | -7% | -4% | 105%[activator] | 7 | nt
O=S1(=O)CCN(CCc2c[nH]c3ccccc23)CC1 | -16 | -29% | 3% | 2% | -13% | -6 | ?
Cc1ccsc1CNn1cnnc1SCc1ccc(Cl)cc1 | -7 | -3% | 1% | ? | 11% | -2 | 9
CC1(C)Cc2c(ccc3ccccc23)/C(=C/C#N)N1 | -24 | 0% | -26% | -3% | -23% | 1 | -16
CCOc1ccc(Nc2nc(Cc3nnc(SCC(=O)NCC4CCCO4)n3C)cs2)cc1 (stereo not given) | -15 | 80%[activator] | 0% | -10% | 75%[activator] | -3 | -2
O=C(NNc1nc2c(F)cccc2s1)c1ccc(F)cc1 | 9 | 87%[activator] | 1% | -3% | -27% | 12 | 33
CCOCCc1nnc(NC(=O)CCC2CCCCC2)s1 | 27 | 1% | 1% | -1% | -12% | -3 | 14
CCC(=O)NC(c1ccc(C)cc1)c1cc([N+](=O)[O-])c2cccnc2c1O (stereo not given) | -6 | 27%[11.6 µM] | ? | -12% | -24% | 1 | -97*
CCOC(=O)c1nn(-c2ccc(C)c(C)c2)cc1O | 94* | -1% | -4% | 3% | -10% | 42* | 79
NS(=O)(=O)c1ccc(CNC(=O)c2cc(-c3cccnc3)nc3ccccc23)cc1 | -7 | -6% | 2% | -5% | -20% | 7 | 11
C(=N\N(Cc1ccccc1)c1ccccc1)/c1ccco1 | 23 | ? | -5% | 2% | -34% | 3 | -13
CC(C)=C1C2CCC1C(C(=O)NCc1ccccc1)C2C(=O)O (stereo not given) | 6 | -2% | ? | ? | 1% | -4 | -5
COCCCNC(=O)Cn1c(=O)n(CC(=O)NCCc2ccc(OC)c(OC)c2)c(=O)c2sccc21 | 35 | 0% | -2% | 4% | -14% | -2 | -28
COC(=O)[C@]1(Cc2ccccc2)N[C@H](CN(C)C(=O)COc2ccccc2)[C@@H]2C(=O)N(Cc3ccccc3)C(=O)[C@@H]21 | nt | 0% | nt | nt | 31% | nt | -10
CCN(Cc1ccccc1)c1ccc(/C=C(\C#N)c2ccccn2)cc1 | 98* | -12% | -25% | 0% | -19% | 56* | 48
O=C(NC1CCN(Cc2ccccc2)CC1)c1cccc(Br)c1 | -5 | 12% | 5% | -2% | -22% | -3 | ?
COc1ccc(-c2nc(C#N)c(NCCCN3CCOCC3)o2)cc1 | 24 | 26% | -7% | 5% | 28µM* | -3 | 69
COCCNC(=O)C(=O)Nc1cc2c3c(c1)C(C)C(=O)N3CCC2 (stereo not given) | 17 | -2% | 0% | -8% | 0% | -5 | 60
COCCn1c(-c2ccc(Cl)cc2)cnc1SCC(=O)NCc1cccs1 | -9 | -1% | 0% | -9% | 51% | -3 | -23

High-throughput results from PubChem.
